From PubChem BioAssay
CHRM1 PAM = human M1 muscarinic receptor positive allosteric modulators, primary screen, CHO-K1 cells, Fluo-8 calcium fluorescence, 1536-well | Muscarinic acetylcholine receptor M1 (Homo sapiens), P11229 | CHO-K1 hM1, ACh EC20; 0% = ACh EC20, 100% = maximal ACh | activation, % at 3 µM | 360,000 tested, 0.088% active | AID 588819, 2011; in the data active means activation above about 19%, passing the limit was not always enough
Target sequence (P11229 whole entry, looked up): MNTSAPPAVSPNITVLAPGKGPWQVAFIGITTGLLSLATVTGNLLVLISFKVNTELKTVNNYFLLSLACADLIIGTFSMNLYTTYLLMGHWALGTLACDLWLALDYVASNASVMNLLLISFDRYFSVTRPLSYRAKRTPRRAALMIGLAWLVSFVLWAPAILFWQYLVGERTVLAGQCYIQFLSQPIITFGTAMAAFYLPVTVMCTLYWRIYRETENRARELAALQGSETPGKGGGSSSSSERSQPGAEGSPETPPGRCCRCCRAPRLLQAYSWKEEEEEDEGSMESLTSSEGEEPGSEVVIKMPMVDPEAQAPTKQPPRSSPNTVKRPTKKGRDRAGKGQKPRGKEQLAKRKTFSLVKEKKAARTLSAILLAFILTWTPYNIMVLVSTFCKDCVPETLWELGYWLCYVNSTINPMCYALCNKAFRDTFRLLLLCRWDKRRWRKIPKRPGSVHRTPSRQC
CHRM1 antagonist = human M1 muscarinic receptor antagonists, primary screen, CHO-K1 cells, Fluo-8 calcium fluorescence, 1536-well | AID 588852, 2011 | 360,000 tested, 1.3% active | Muscarinic acetylcholine receptor M1 (Homo sapiens), P11229 | CHO-K1 hM1, ACh EC80 antagonist | inhibition, % at 3 µM;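 active means percent inhibition above its own plate's cutoff, namely the mean of that plate's compound wells plus 3 SD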;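 further: peak over basal fluorescence ratio during 140 s after agonist addition; 0% = ACh EC80 plus DMSO and 100% = DMSO alone without agonist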
CRFR2-BP ag = agonists of CRF-BP/CRF-R2 complex, primary screen, cell-based, HEK293, calcium dye fluorescence, uHTS; CRF-binding protein / CRF receptor 2 complex (human); calcium dye fluorescence (FLIPR); percent of saturating CRF peptide response; activation, % at 13.2 µM; 350,000 tested, 0.46% active;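 active means activation of at least 50%, plus an integration ratio under a set limit after plate pattern correction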;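 further: plate controls were neutral control wells without compound for no effect and CRF at EC100 for full effect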
M4 PAM = human M4 muscarinic receptor positive allosteric modulators, primary screen, CHO-K1 cells, Fluo-8 calcium fluorescence | Muscarinic acetylcholine receptor M4 (Homo sapiens), P08173 | CHO-K1 hM4/Gqi5, ACh EC20; 0% = ACh EC20, 100% = maximal ACh | activation, % at 3 µM | 360,000 tested, 0.4% active;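 active means activation above its plate's cutoff, the mean activation of sample wells plus 3 SD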; further: some results filed as inactive read as strong as hits
M4 antag = human M4 muscarinic receptor antagonists, primary screen, CHO cells, Fluo-8 calcium fluorescence. 360,000 tested, 0.73% active. CHO-hM4 cells, ACh EC80. Muscarinic acetylcholine receptor M4 (Homo sapiens), P08173. inhibition, % at 3 µM;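 active means inhibition above its plate's cutoff, the mean inhibition of sample wells plus 3 SD, cut at about 27% in these data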;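 further: 0% = acetylcholine EC80 with DMSO and 100% = DMSO without agonist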
M5 antag = human M5 muscarinic receptor antagonists, primary screen, CHO cells, Fluo-8 calcium fluorescence; CHO-hM5 cells, ACh EC80; AID 624040, 2012; inhibition, % at 3 µM; Muscarinic acetylcholine receptor M5 (Homo sapiens), P08912; 360,000 tested, 0.59% active;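 active means inhibition above a per-plate cutoff, the mean of that plate's test compounds plus 3 SD, cut at about 27% in these data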;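 further: 0% = acetylcholine EC80 with DMSO and 100% = DMSO without agonist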
Target sequence (P08912 whole entry, looked up): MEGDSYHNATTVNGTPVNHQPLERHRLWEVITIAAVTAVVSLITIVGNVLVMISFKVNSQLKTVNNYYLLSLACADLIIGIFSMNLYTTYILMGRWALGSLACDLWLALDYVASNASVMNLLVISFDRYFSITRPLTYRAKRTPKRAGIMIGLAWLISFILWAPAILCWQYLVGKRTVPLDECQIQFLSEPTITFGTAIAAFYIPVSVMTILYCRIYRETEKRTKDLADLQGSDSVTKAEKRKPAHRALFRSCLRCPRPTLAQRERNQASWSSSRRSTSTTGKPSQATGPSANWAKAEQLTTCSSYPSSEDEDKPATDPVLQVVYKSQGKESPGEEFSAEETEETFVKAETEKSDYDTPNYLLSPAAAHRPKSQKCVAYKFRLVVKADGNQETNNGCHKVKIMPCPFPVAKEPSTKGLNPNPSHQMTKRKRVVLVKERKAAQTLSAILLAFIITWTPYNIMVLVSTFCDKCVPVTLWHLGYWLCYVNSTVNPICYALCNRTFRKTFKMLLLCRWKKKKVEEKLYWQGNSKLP
CHRM5 PAM = human M5 muscarinic receptor positive allosteric modulators, primary screen, CHO-K1 cells, Fluo-8 calcium fluorescence; Muscarinic acetylcholine receptor M5 (Homo sapiens), P08912; CHO-K1 hM5, ACh EC20 PAM; 0% = ACh EC20, 100% = ACh EC100; activation, % at 3 µM; 360,000 tested, 0.3% active; AID 624038, 2012;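 active means activation above the run cutoff, the mean activation of all test compounds plus 3 SD, cut at about 18% in these data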
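system = human M5 receptor in CHO-K1 cells | compound = one concentration, 3 µM final (nominal) | schedule = Post-acetylcholine fluorescence recording 140 s | signal = Fluo-8 calcium dye fluorescence, kinetic read | benchmarks = low control EC20 acetylcholine (0%), high control EC100 acetylcholine (100%) | repeats = singlicate, one well per test compound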
CHRM5 agonist = human M5 muscarinic receptor agonists, primary screen, CHO-K1 cells, Fluo-8 calcium fluorescence | CHO-K1 hM5 cells; 0% DMSO wells, 100% maximal acetylcholine response | 360,000 tested, 0.19% active | activation, % at 3 µM;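 active means activation above the run's mean over test compounds plus 3 SD, cut at about 23% in these data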;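 further: signal is peak over basal fluorescence ratio across the kinetic read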
M4 ag = human M4 muscarinic receptor agonists, primary screen, CHO-K1 cells, Fluo-8 calcium fluorescence; CHO-K1 hM4/Gqi5; vehicle 0%, full acetylcholine response 100%; activation, % at 3 µM; Muscarinic acetylcholine receptor M4 (Homo sapiens), P08173; 360,000 tested, 0.14% active; AID 624127, 2012;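 active means activation above the run mean over all test wells plus 3 SD, cut at about 32% in these data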;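 further: peak over basal fluorescence ratio per well then scaled between controls; 0% = DMSO wells and 100% = acetylcholine at EC100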
Starred values were filed as active, the others as inactive; . = not tested or not shown; & = joins results of further samples.

SMILES	CHRM1 PAM	CHRM1 antagonist	CRFR2-BP ag	M4 PAM	M4 antag	M5 antag	CHRM5 PAM	CHRM5 agonist	M4 ag
Cc1ccc(NC(=S)c2nc3ccccc3[nH]2)cc1	9	-10	-0.3	20	0	47*	0	21	-3
NS(=O)(=O)c1ccc(NC(=O)CSc2nc3ccccc3nc2N2CCOCC2)cc1	3	-12	-1.6	-5	-10	0	-5	1	2
CCC(CC)c1nnc(NC(=O)COc2ccc3c(c2)OCO3)s1	-3	5	4.4	3	-7	-3	2	7	6
Cc1ccc(C(=O)N2CCC(C(=O)NCc3ccco3)CC2)cc1	9	-10	-1.7	-1	13	2	-1	-2	1
CCCN(CC(=O)Nc1ccccc1C)C(=O)c1nn(CC)c(=O)c2ccccc12	0	4	-4.3	8	-15	-2	-1	2	3
CCCCCN(C(=O)CCC(=O)OC(C)C(=O)Nc1cccc(C#N)c1)c1c(N)n(CCCC)c(=O)[nH]c1=O (centres undefined)	4	5	3.8	0	-1	-9	2	-1	0
Cc1cccc2cc(CN(CC(C)C)S(=O)(=O)c3ccccc3)c(=O)[nH]c12	-1	7	1.0	-3	-7	8	-6	-4	9
CN(C(=O)c1coc(=O)c2ccccc12)c1ccc(Br)cc1	11	-12	-0.2	-4	2	2	1	0	0
Cc1cccc(N2CCN(C(=O)c3ccc(CNc4c(N5CCC(C)CC5)c(=O)c4=O)cc3)CC2C)c1 (centres undefined)	7	-2	-0.9	16	-3	1	-1	-2	1
Cc1ccc(NC(=S)N/C(=N/S(=O)(=O)c2ccccc2)c2ccccc2)cc1	5&9	-10&-23	-0.9&-0.6	-1&3	4&0	11&-4	2&5	2&0	-1&-1
CCCn1nc(NC(=O)c2ccncc2)c2cc3ccccc3nc21	7	-32	-0.8	6	-3	-8	-1	-3	3
Cc1ccccc1NC(=O)C(C)OC(=O)CCC(=O)N(CC(C)C)c1c(N)n(CC(C)C)c(=O)[nH]c1=O (centres undefined)	8	-23	-0.1	3	0	-5	7	3	1
O=C(O)c1ccc(NC(=S)NC(=O)c2ccc3ccccc3c2)cc1	15	-16	-0.1	11	-3	6	1	-2	0
Cc1cc(Cl)ccc1OCC(O)CNCCc1ccc(S(N)(=O)=O)cc1 (centres undefined)	-16	43*	35	-7	-1	15	-7	-7	1
O=C(NCc1ccccc1)C12CN(Cc3ccccc3)CC1C(c1ccc([N+](=O)[O-])cc1)=NO2 (centres undefined)	2	-1	-0.3	-2	-5	1	-7	7	6
CCOC(=O)c1c(CN(C)C)n(C)c2c(O)c(N=NC(N)=O)c3ccc(Br)cc3c12	4	-6	0.7	-6	-1	-1	-3	-1	2
CC(C)CCOP(=O)(c1ccc(N(C)C)cc1)C(O)c1ccccc1 (centres undefined)	7	-3	-0.6	-2	-7	-5	4	-5	2
COc1ccc(-c2csc3nc(C)nc(N4CCC(C)CC4)c23)cc1OC	-5	8	5.9	-1	2	1	6	-4	0
CCN(CC)CCC(=O)NC(C)(C)Cc1ccc(O)cc1	4	-14	-0.5	-5	-5	6	5	-8	1
Cc1ccc(C2C(C#N)=C(N)OC3=C2C(=O)CCC3)s1 (centres undefined)	10	-9	0.4	1	4	2	0	-2	0
Cc1ccc(S(=O)(=O)Cc2cccc(C(=O)N3CCOCC3)c2)cc1	13	-8	1.8	10	-3	-8	1	0	1
COC(=O)c1cc2n(n1)CCN(Cc1ccc(C)cc1)C2=O	3	-9	-1.1	9	5	3	-4	-3	1
COC(=O)c1c(Sc2ccccc2)c2ccccc2n1C	-8	-1	0.1	-6	-4	24	-19	58*	-1
O=C(NC1CCCc2ccccc21)c1c(F)cccc1Cl (centres undefined)	-5	0	1.1	-7	12	8	0	-6	0
COc1ccc(-c2cc3c(=O)n(CC(=O)Nc4cccc(Cl)c4)nc(C)n3n2)cc1	3	-6	2.5	3	3	-7	2	-1	0
Cc1c(C(=O)N2CCN(c3ccccc3)CC2)oc2c(F)cccc12	-1	2	0.6	-8	8	7	-5	-3	2
O=C(O)c1c(-c2ccccc2)c(-c2ccccc2)nc2ccccc12	13	-1	-1.9	-2	6	-19	14	1	0
O=C(NCCCc1ccccc1)c1cc([N+](=O)[O-])ccc1Cl	14	-18	-1.1	7	-4	5	1	-3	2
CCC(CO)Oc1cc(NCc2ccc(F)cc2)c2ncn(C(C)C)c2c1 (centres undefined)	-9	9	5.8	3	-4	-1	4	1	3
CCOC(CNC(=O)Cn1nc(C)c2ccccc21)OCC	12	-14	-1.2	4	8	7	-1	0	2

Looked up by structure from above (3):
SMILES	CHRM1 PAM	CHRM1 antagonist	CRFR2-BP ag	M4 PAM	M4 antag	M5 antag	CHRM5 PAM	CHRM5 agonist	M4 ag
O=C(NCc1ccccc1)C12CN(Cc3ccccc3)CC1C(c1ccc([N+](=O)[O-])cc1)=NO2 (centres undefined)	2	-1	-0.3	-2	-5	1	-7	7	6
CCOC(=O)c1c(CN(C)C)n(C)c2c(O)c(N=NC(N)=O)c3ccc(Br)cc3c12	4	-6	0.7	-6	-1	-1	-3	-1	2
COC(=O)c1c(Sc2ccccc2)c2ccccc2n1C	-8	-1	0.1	-6	-4	24	-19	58*	-1

Next part:
SMILES	CHRM1 PAM	CHRM1 antagonist	CRFR2-BP ag	M4 PAM	M4 antag	M5 antag	CHRM5 PAM	CHRM5 agonist	M4 ag
Cc1csc(=O)n1CC(=O)OCC(=O)NCc1ccc(Cl)cc1Cl	1	-2	-0.1	2	1	2	0	1	2
O=C(O)c1cc(-n2nnnc2SCc2ccccc2F)ccc1Cl	11	-8	2.8	3	-21	2	4	4	2
O=C(O)CN1C(=O)/C(=C/c2ccc(N3CCCCC3)o2)SC1=S	6	-10	5.6	0	-6	-6	6	5	1
O=C(O)Cn1c(CC(=O)N2CCCC2)nc2ccccc21	1	0	4.8	-4	18	1	10	2	1
COc1ccc(-c2csc(C(NC(C)=O)c3cccc(F)c3)n2)cn1 (centres undefined)	-10	17	.	2	-4	-1	-2	0	3
CSc1ccc(NC(=O)N2CC=C(n3c(=O)[nH]c4ccccc43)CC2)cc1	-9	12	2.8	-17	1	12	-16	5	16
O=C(COc1ccccc1Cl)NCCNC(=O)c1cnccn1	8	-10	-1.5	-1	-15	19	-5	-4	1
O=C(CN1CCN(c2ccc(O)cc2)CC1)Nc1cc(S(=O)(=O)N2CCOCC2)ccc1Cl	-6	13	1.2	6	-7	-1	1	1	4
Cc1ccc(CCNC(=O)CN(C)S(=O)(=O)c2cnc[nH]2)cc1	10	-5	1.5	-4	0	-6	-2	1	1
Cc1cc(-c2onc(C)c2C(=O)O)no1	3	-8	2.9	-5	-1	9	-3	1	0
CC1CC(C)CN(CCCNC(=O)CCNC(=O)Cn2cnc3ccccc3c2=O)C1 (centres undefined)	0	-2	-0.9	-6	-4	4	-4	-1	1
Cc1cccc(OCC(=O)Nc2ccc3c4c(cccc24)CC3)c1C	10	-6	0.1	1	0	11	2	-2	0
O=C(CCCCCCC(=O)NCc1ccccc1)NCc1ccccc1	13	-22	-1.9	13	-11	8	0	3	1
O=c1c2c(nc3c(-c4ccc(Cl)cc4)c[nH]n13)CCC2	11	0	0.2	-1	2	1	-6	-1	-1
COC(=O)[C@@H]1C[C@@]2(O)[C@H](O)[C@H](O)[C@H](O)C[C@H]2N1Cc1ccc(-c2ccccc2)cc1	-2	8	2.4	10	-3	11	3	2	1
COCCCNC(=O)/C(C#N)=C/c1c(N2CCN(c3ccc(OC)cc3)CC2)nc2c(C)cccn2c1=O	3	2	-0.9	-12	-7	31*	-10	-2	11
COc1ccc(OC)c(/C=C2\SC(N3CCCCC3)=NC2=O)c1	3	6	0.1	-8	1	5	1	-5	0
CC(=O)C1=CCC(c2ccco2)N(S(=O)(=O)c2ccc(C)cc2)C1 (centres undefined)	5	-1	.	-1	-14	-8	1	-1	1
COc1ccccc1NC(=O)c1cc(N)cc(C(=O)Nc2ccccc2OC)c1	0	1	-3.3	-1	0	9	-2	2	6
CC(C)(C)NCC(=Cc1ccccc1)C(=O)c1ccccc1	-19	33	4.3	-8	15	15	-11	-11	0
CC(C)c1ccc(CC(=O)N2CCC2(C)C(=O)Nc2ccc3c(c2)OCCO3)cc1 (centres undefined)	-1	-1	.	0	-3	7	-7	2	8
Cc1[nH]c2ccccc2c1N=Nc1ccccc1C(=O)O	7	-4	-0.1	-2	-6	-3	-4	-1	0
Cc1csc(=O)n1CC(=O)OC(C)C(=O)Nc1ccc(N(C)C)cc1 (centres undefined)	-4	9	-0.8	8	-21	6	0	-1	1
COC(=O)C1=C(C(=O)OC)[C@@H]2N(Cc3ccccc3)c3ccccc3[C@@]23C[C@@H](C(=O)OC)N(C(=O)NC(C)(C)C)C3=N1	5	-2	-0.8	5	-4	10	-7	1	5
Cc1ccc(C(=O)Nc2nc(=O)n(C(=O)C3CC3)s2)cc1	8	-11	10	8	-14	-8	9	3	0
COC(=O)c1cccc(-n2nnnc2SCC(=O)Nc2nc3c(s2)CCCC3)c1	0	-2	4.6	1	-16	-4	-11	1	8
CN(C)c1ccc(C=Nc2ccccc2)cc1	-1	-4	0.3	6	-10	-10	2	0	0
CCCOc1ccc(CNC(=O)Cn2c(=O)oc3ccccc32)cc1	7	-9	-1.3	4	-7	1	-6	1	4
CCOc1cc(C)nc(N2CCC(C(=O)NCC3CCCO3)CC2)n1 (centres undefined)	5	-3	0.1	4	-5	5	-4	0	2
Cn1c(NC(=S)Nc2ccccc2)nc2ccccc21	8	-5	-1.0	2	-1	5	0	0	1
Cc1ccccc1Cn1cc(S(=O)(=O)c2ccc(C(C)C)cc2)c(=O)c2cc3c(cc21)OCO3	4	-4	2.4	-9	4	9	-3	-2	0
CCCC(=O)Nc1sc2c(c1C(=O)OCC)CC(C)(C)OC2	2	-2	2.0	-3	3	1	6	-1	0
CC(C)OCCCNC(=O)c1cc2c(s1)CS(=O)(=O)C2	7	-4	-0.8	11	-6	2	-2	0	0
Cc1oc(-c2cccc(C(F)(F)F)c2)nc1CN1CCOCC1	3	-8	-0.3	-1	-9	9	-1	3	4
CC(=O)c1ccc(N2CCN(S(=O)(=O)c3cc4c(cc3C)NC(=O)CO4)CC2)cc1	12	-15	0.2	13	-3	3	-1	-2	7
O=C(OCCOCCN=C1NS(=O)(=O)c2ccccc21)c1ccc(F)cc1	14	-2	0.0	-1	-6	20	-8	-2	3
Oc1cccc(/C=N/c2c(-c3ccco3)nc3ccccn23)c1	2	-7	2.1	-6	6	3	1	1	5
COc1ccc(C(=O)NCc2nnc(SCC(=O)Nc3cc(OC)ccc3OC)o2)cc1	13	-2	-1.8	5	-7	7	-2	-5	1
CCCN(CCC)C(=O)C(c1ccccc1)C1(O)CCCCC1 (centres undefined)	-3	-7	-5.3	-1	-23	6	6	-9	-2
